Source: PubChem (several laboratories)
Runt-SMMHC FRET: Runt domain-CBFb-SMMHC interaction inhibition. Q01196+Q13951. Cerulean-Runt/Venus-CBFb-SMMHC FRET ratio 530/480, 1 h. inhibition, % at 20 µM. 220,000 compounds, 0.74% hits. AID 1434;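 active = mean inhibition across duplicate retests at 20 µM reaching about 50%, limit read from the data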;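 also: 0% = DMSO wells and 100% = wells with excess untagged CBFb-SMMHC; inhibitors lower the FRET ratio by blocking Runt binding to CBFb-SMMHC; some results filed as inactive read as strong as hits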
Runt-CBFb FRET: Runt domain-CBFb interaction inhibition; Q01196+Q13951; Cerulean-Runt/Venus-CBFb FRET ratio 530/480, 1 h; inhibition, % at 20 µM; 220,000 compounds, 0.46% hits;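 active = inhibition over about 50% at 20 µM in the single-dose screen, limit read from the data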;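 also: 0% = DMSO wells and 100% = excess unlabeled CBFb competitor control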
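Measured by: fluorescence energy transfer, 422 nm excitation, 530/480 nm emission; Assay system: Cerulean-Runt domain; Medium: Tris pH 7.5 buffer with BSA; Measure: loss of energy transfer signal; Controls: 5 µM unlabeled CBFb as full-inhibition high control; Incubation: protein complex preformed 1 h, compound exposure 1 h, room temperature, dark.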
L929 necroptosis: L929 zVAD cell death inhibition | AID 1377 | viability rescue, % at 10 µM | L929 zVAD necroptosis rescue, ATP luminescence, 24 h; with zVAD 60 µM | 220,000 compounds, 0.38% hits;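 active = activation, scaled between plate controls, above about 75%, limit read from the data; inactive = activation under that limit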;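 also: 0% = zVAD with DMSO and 100% = DMSO alone without zVAD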
MDM2 E3 inh: inhibitors of human Mdm2 E3 ubiquitin ligase | Q00987 | cell-based MDM2 ubiquitination luciferase reporter, 2 h; 0 = plate control, 100 = twice control, blank-subtracted | signal enhancement, % at 5 µM | 210,000 compounds, 0.11% hits;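 active = signal enhancement of 30% or more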;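 also: luminescence tracks abundance of the self-degrading MDM2-luciferase fusion protein; higher signal means inhibition of MDM2 E3 ligase activity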
Target sequence (Q00987 whole entry, looked up, the tested form may be a part): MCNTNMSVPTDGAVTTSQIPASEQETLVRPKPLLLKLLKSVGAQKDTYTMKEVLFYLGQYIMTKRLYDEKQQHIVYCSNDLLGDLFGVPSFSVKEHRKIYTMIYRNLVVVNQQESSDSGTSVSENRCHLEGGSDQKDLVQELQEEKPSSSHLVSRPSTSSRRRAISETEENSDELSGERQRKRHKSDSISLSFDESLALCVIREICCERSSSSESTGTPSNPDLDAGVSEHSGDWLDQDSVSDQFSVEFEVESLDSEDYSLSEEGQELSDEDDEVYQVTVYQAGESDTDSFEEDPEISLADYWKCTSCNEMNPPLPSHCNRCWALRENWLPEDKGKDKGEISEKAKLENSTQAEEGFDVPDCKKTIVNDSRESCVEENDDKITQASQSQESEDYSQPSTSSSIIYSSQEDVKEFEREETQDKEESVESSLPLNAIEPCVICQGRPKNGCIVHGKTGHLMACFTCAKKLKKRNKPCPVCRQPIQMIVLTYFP
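Assay system: stable mammalian line carrying autodegrading MDM2–luciferase fusion reporter; Input: 2000 cells in each well; Compound dosing: single-point 5 µM; Schedule: 2 h compound exposure at 37 °C; Signal: SteadyLite luciferase luminescence after 15 min room-temperature reagent incubation; Evaluation: % luminescence enhancement versus blank-corrected plate control mean; Benchmarks: plate controls and plate blanks.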
Hck-Nef inh: human Hck-Nef kinase inhibition; Recombinant Hck-YEEI plus Nef, Z-Lyte FRET kinase assay; 220,000 compounds, 0.68% hits; AID 463187; inhibition, % at 20 µM;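 active = Hck-Nef kinase inhibition above about 50%, limit read from the data; inactive = inhibition below that limit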;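 also: 0% = DMSO with Hck plus Nef and 100% = Hck alone without Nef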
p47phox inh: blocks human p47phox regulatory protein of NADPH oxidases | P14598 | p47phox/p22phox peptide binding, fluorescence polarization, 2 h | inhibition, % at 24.7 µM | 220,000 compounds, 0.53% hits | AID 1274;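 active = inhibition above about 30%, limit read from the data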;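 also: 0% = p47phox with labelled peptide and 100% = labelled peptide alone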
Target sequence (P14598 whole entry, looked up): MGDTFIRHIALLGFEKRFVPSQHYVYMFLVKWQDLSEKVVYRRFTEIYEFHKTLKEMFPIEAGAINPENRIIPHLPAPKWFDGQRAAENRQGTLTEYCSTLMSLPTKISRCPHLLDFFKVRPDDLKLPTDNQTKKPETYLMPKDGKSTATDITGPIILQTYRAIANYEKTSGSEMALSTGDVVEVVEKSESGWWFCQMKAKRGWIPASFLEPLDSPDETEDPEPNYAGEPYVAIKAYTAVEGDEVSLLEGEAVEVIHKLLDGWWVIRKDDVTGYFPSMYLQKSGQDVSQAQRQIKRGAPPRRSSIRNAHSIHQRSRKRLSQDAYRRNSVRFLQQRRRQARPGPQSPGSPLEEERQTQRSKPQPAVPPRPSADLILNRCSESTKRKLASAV
14-3-3 Bad PPI: disrupts binding of bovine 14-3-3 zeta to phospho-Bad peptide | P63103 | TR-FRET 14-3-3zeta/Dy647-pBad peptide displacement, 1 h | inhibition, % at 21.7 µM | 220,000 compounds, 0.71% hits;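 active = inhibition above about 70%, limit read from the data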;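 also: 0% = full 14-3-3 plus peptide FRET controls and 100% = background without 14-3-3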
EBV gp42 inh: inhibitors of Epstein-Barr virus glycoprotein 42; Q1HVG2; Fluorescence polarization binding assay, mP read-out; inhibition, % (tested at 21.74 µM); 220,000 compounds, 0.42% hits; AID 1085; in the data active = inhibition above about 50%
Target sequence (Q1HVG2 whole entry, looked up): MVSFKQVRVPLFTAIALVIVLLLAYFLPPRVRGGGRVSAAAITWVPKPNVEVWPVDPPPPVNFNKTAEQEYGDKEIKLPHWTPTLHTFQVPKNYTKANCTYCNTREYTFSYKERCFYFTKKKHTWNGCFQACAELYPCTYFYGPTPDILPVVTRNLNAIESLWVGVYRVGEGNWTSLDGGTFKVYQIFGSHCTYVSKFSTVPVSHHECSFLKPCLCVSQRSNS
Tb hexokinase: T. brucei hexokinase 1 inhibition | recombinant TbHK1, G6PDH-coupled NADH A340 | inhibition, % at 10 µM | 220,000 compounds, 0.11% hits | AID 1430;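 active = inhibition of 50% or more in the single-dose primary screen; inactive = inhibition below 50%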
An asterisk follows results filed as active; [ ] = another dose, or the depositor's remark.

How did CCc1ccccc1NC(=O)Nc1ccc(F)cc1F do in these assays?
Runt-SMMHC FRET: 0; Runt-CBFb FRET: 0; L929 necroptosis: 1.2; MDM2 E3 inh: -6; Hck-Nef inh: 4; p47phox inh: -3; 14-3-3 Bad PPI: 3; EBV gp42 inh: -7; Tb hexokinase: 1

How did CCC(c1nnnn1C(C)(C)CC)N(CCCO)Cc1cc2cccc(C)c2[nH]c1=O (stereo not given) do in these assays?
Runt-SMMHC FRET: -8; Runt-CBFb FRET: 2; L929 necroptosis: 0.2; MDM2 E3 inh: -5; Hck-Nef inh: 5; p47phox inh: -12; 14-3-3 Bad PPI: 3; EBV gp42 inh: -12; Tb hexokinase: -22

How did OCCN1CCN(CC(O)COc2ccc(Cl)cc2)CC1 (stereo not given) do in these assays?
Runt-SMMHC FRET: -2; Runt-CBFb FRET: 1; L929 necroptosis: -0.2; MDM2 E3 inh: -12; Hck-Nef inh: -2; p47phox inh: -4; 14-3-3 Bad PPI: 49[fluorescence artefact?]; EBV gp42 inh: -6; Tb hexokinase: -12

What do the screens show for `OCC1(Cc2ccccc2)CCCN(Cc2ccc(-c3ccco3)cc2)C1` (stereo not given)?
Runt-SMMHC FRET: -2; Runt-CBFb FRET: 0; L929 necroptosis: -2.0; MDM2 E3 inh: -3; Hck-Nef inh: 6; p47phox inh: -76; 14-3-3 Bad PPI: -9; EBV gp42 inh: -25; Tb hexokinase: 12

How did CC1=C(C(=O)Nc2ccccn2)C(c2ccc(Cl)cc2)NC(=S)N1 (stereo not given) do in these assays?
Runt-SMMHC FRET: 3; Runt-CBFb FRET: 2; L929 necroptosis: 9.7; MDM2 E3 inh: -7; Hck-Nef inh: 31; p47phox inh: -7; 14-3-3 Bad PPI: -21; EBV gp42 inh: 7; Tb hexokinase: -12

What do the screens show for `O=C(COC(=O)c1ccc(S(=O)(=O)N2CCOCC2)cc1)NCc1cccs1`?
Runt-SMMHC FRET: -1; Runt-CBFb FRET: -4; L929 necroptosis: 0.8; MDM2 E3 inh: -3; Hck-Nef inh: -11; p47phox inh: -1; 14-3-3 Bad PPI: -20; EBV gp42 inh: -1; Tb hexokinase: -7

What do the screens show for `COc1cc(S(=O)(=O)NCCN2CCOCC2)ccc1-n1cnnn1`?
Runt-SMMHC FRET: -2; Runt-CBFb FRET: -1; L929 necroptosis: 1.1; MDM2 E3 inh: -18; Hck-Nef inh: 24; p47phox inh: -2; 14-3-3 Bad PPI: 15; EBV gp42 inh: -4; Tb hexokinase: 3

What do the screens show for `O=C1[C@@H]2[C@H](C(=O)N1Cc1cccnc1)[C@H]1C=C[C@@H]2C1`?
Runt-SMMHC FRET: -4; Runt-CBFb FRET: 1; L929 necroptosis: -1.2; MDM2 E3 inh: -17; Hck-Nef inh: -21; p47phox inh: -8; 14-3-3 Bad PPI: 4; EBV gp42 inh: -23; Tb hexokinase: -2

What do the screens show for `CC(O)Cn1c(=O)c2c(nc(Br)n2Cc2ccccc2)n(C)c1=O` (stereo not given)?
Runt-SMMHC FRET: -3; Runt-CBFb FRET: 2; L929 necroptosis: -1.5; Hck-Nef inh: 10; p47phox inh: -5; 14-3-3 Bad PPI: 5; EBV gp42 inh: -27; Tb hexokinase: -2

How did Cc1cccc(Nc2nc(N)c([N+](=O)[O-])c(N3CCOCC3)n2)c1 do in these assays?
Runt-SMMHC FRET: 2; Runt-CBFb FRET: -3; L929 necroptosis: 1.7; MDM2 E3 inh: -9; Hck-Nef inh: 6; p47phox inh: -10; 14-3-3 Bad PPI: -7[fluorescence artefact?]; EBV gp42 inh: -8; Tb hexokinase: -12

Results for Cc1cc2cc(CNC(=O)C3CC3)ccc2n1C ?
Runt-SMMHC FRET: -9; Runt-CBFb FRET: -1; L929 necroptosis: 1.1; MDM2 E3 inh: -24; Hck-Nef inh: -1; p47phox inh: -18; 14-3-3 Bad PPI: 5; EBV gp42 inh: -7; Tb hexokinase: -1

Results for COc1ccc(N(C(=O)Nc2ccc(Cl)cc2)C2=NCCC2)cc1 ?
Runt-SMMHC FRET: 0; Runt-CBFb FRET: 0; L929 necroptosis: 0.2; MDM2 E3 inh: -5; Hck-Nef inh: 1; p47phox inh: 0; 14-3-3 Bad PPI: -5; EBV gp42 inh: -13; Tb hexokinase: 1

What do the screens show for `COCC(=O)N1CCCC(C(=O)c2ccc(-c3ccccc3)c(F)c2)C1` (stereo not given)?
Runt-SMMHC FRET: 1; Runt-CBFb FRET: -2; L929 necroptosis: 0.1; MDM2 E3 inh: -3; Hck-Nef inh: 14; p47phox inh: -6; 14-3-3 Bad PPI: 3; EBV gp42 inh: -1; Tb hexokinase: 3

How did O=C(COC(=O)C1c2ccccc2Oc2ccccc21)NC1CCS(=O)(=O)C1 (stereo not given) do in these assays?
Runt-SMMHC FRET: -5; Runt-CBFb FRET: 0; L929 necroptosis: 0.5; MDM2 E3 inh: -8; Hck-Nef inh: 6; p47phox inh: -3; 14-3-3 Bad PPI: 2; EBV gp42 inh: 0; Tb hexokinase: 35

Results for COCCN(C)C(=O)CC1C(=O)NCCN1CC(c1ccccc1)c1ccccc1 (stereo not given) ?
Runt-SMMHC FRET: 1; Runt-CBFb FRET: 0; L929 necroptosis: -0.1; MDM2 E3 inh: -14; Hck-Nef inh: 20; p47phox inh: -9; 14-3-3 Bad PPI: -5; EBV gp42 inh: -7; Tb hexokinase: 2

The list goes on, overlapping the part above by two compounds.
How did O=C(COC(=O)C1c2ccccc2Oc2ccccc21)NC1CCS(=O)(=O)C1 (stereo not given) do in these assays?
Runt-SMMHC FRET: -5; Runt-CBFb FRET: 0; L929 necroptosis: 0.5; MDM2 E3 inh: -8; Hck-Nef inh: 6; p47phox inh: -3; 14-3-3 Bad PPI: 2; EBV gp42 inh: 0; Tb hexokinase: 35

Results for COCCN(C)C(=O)CC1C(=O)NCCN1CC(c1ccccc1)c1ccccc1 (stereo not given) ?
Runt-SMMHC FRET: 1; Runt-CBFb FRET: 0; L929 necroptosis: -0.1; MDM2 E3 inh: -14; Hck-Nef inh: 20; p47phox inh: -9; 14-3-3 Bad PPI: -5; EBV gp42 inh: -7; Tb hexokinase: 2

Results for CCOC(=O)N1CCN(S(=O)(=O)c2ccc(OCC)cc2)CC1 ?
Runt-SMMHC FRET: 4; Runt-CBFb FRET: 3; L929 necroptosis: -0.8; MDM2 E3 inh: -16; Hck-Nef inh: 2; p47phox inh: -4; 14-3-3 Bad PPI: -11; EBV gp42 inh: -8; Tb hexokinase: -2

How did Cn1c(=O)[nH]c(=O)c2c1nc(Br)n2CCSc1ncccn1 do in these assays?
Runt-SMMHC FRET: 1; L929 necroptosis: -0.5; MDM2 E3 inh: -10; Hck-Nef inh: -2; p47phox inh: -15; 14-3-3 Bad PPI: 4; EBV gp42 inh: -11; Tb hexokinase: 3

What do the screens show for `NC(=S)N=Nc1c(O)n(C2OC(=O)c3ccccc32)c2ccccc12` (stereo not given)?
Runt-SMMHC FRET: 6; Runt-CBFb FRET: 3; L929 necroptosis: 0.5; MDM2 E3 inh: -4; Hck-Nef inh: 2; p47phox inh: 8; 14-3-3 Bad PPI: 1[fluorescence artefact?]; EBV gp42 inh: 5; Tb hexokinase: 5

How did Cc1ccccc1NC(=O)C(C)c1ccc(-c2ccccc2)c(F)c1 (stereo not given) do in these assays?
Runt-SMMHC FRET: -2; Runt-CBFb FRET: 2; L929 necroptosis: 0.4; MDM2 E3 inh: -13; Hck-Nef inh: -1; p47phox inh: -9; 14-3-3 Bad PPI: 8; EBV gp42 inh: -11; Tb hexokinase: -3

How did CCOC(=O)c1nn(C)c(C)c1Cl do in these assays?
Runt-SMMHC FRET: -1; Runt-CBFb FRET: 1; L929 necroptosis: 0.8; MDM2 E3 inh: 1; Hck-Nef inh: 2; p47phox inh: -1; 14-3-3 Bad PPI: 9; EBV gp42 inh: -10; Tb hexokinase: -1

Results for C/C(=C\C(=O)c1ccc(Br)cc1)Nc1ccc(Cl)cc1 ?
Runt-SMMHC FRET: 1; Runt-CBFb FRET: -2; MDM2 E3 inh: -8; Hck-Nef inh: 0; p47phox inh: -8; 14-3-3 Bad PPI: 1; EBV gp42 inh: 3; Tb hexokinase: -4

Results for CCOC(=O)c1sc(/S(C)=N\S(=O)(=O)c2cccc(Cl)c2)c2c1CCC=C2 (stereo not given) ?
Runt-SMMHC FRET: 0; Runt-CBFb FRET: -5; L929 necroptosis: 0.0; MDM2 E3 inh: 1; Hck-Nef inh: 19; p47phox inh: -11; 14-3-3 Bad PPI: 16; EBV gp42 inh: -3; Tb hexokinase: -7

Results for COC(=O)[C@H](Cc1ccccc1)NC(=O)Nc1ccc(OC)cc1 ?
Runt-SMMHC FRET: -4; Runt-CBFb FRET: 1; L929 necroptosis: 0.9; MDM2 E3 inh: -9; Hck-Nef inh: 16; p47phox inh: -14; 14-3-3 Bad PPI: -8; EBV gp42 inh: -2; Tb hexokinase: -6

How did Cc1cc2oc(C(=O)N(Cc3cccs3)C3CCS(=O)(=O)C3)cc(=O)c2cc1Cl (stereo not given) do in these assays?
Runt-SMMHC FRET: 2; Runt-CBFb FRET: -3; L929 necroptosis: -0.4; MDM2 E3 inh: 0; Hck-Nef inh: 17; p47phox inh: -7; 14-3-3 Bad PPI: -4; EBV gp42 inh: 0; Tb hexokinase: -11

Results for O=C(/C=C/c1ccccc1[N+](=O)[O-])N1CCCCC1 ?
Runt-SMMHC FRET: 0; Runt-CBFb FRET: 0; L929 necroptosis: 0.1; MDM2 E3 inh: -20; Hck-Nef inh: 23; p47phox inh: -3; 14-3-3 Bad PPI: -8; EBV gp42 inh: 7; Tb hexokinase: -1

How did COC(=O)c1cc(OC)c(OC)cc1NC(=O)CSc1ccccc1 do in these assays?
Runt-SMMHC FRET: -9; Runt-CBFb FRET: 0; L929 necroptosis: -0.1; MDM2 E3 inh: -13; Hck-Nef inh: -2; p47phox inh: -6; 14-3-3 Bad PPI: 7; EBV gp42 inh: -9; Tb hexokinase: -6

What do the screens show for `CCOC(=O)c1c(C)n(C)c2ccc(O)c(CN(CC)CC)c12`?
Runt-SMMHC FRET: 4; Runt-CBFb FRET: 4; L929 necroptosis: 0.6; MDM2 E3 inh: -15; Hck-Nef inh: -1; p47phox inh: -14; 14-3-3 Bad PPI: 6; EBV gp42 inh: -12; Tb hexokinase: -2

Results for O=C(Nc1ccccc1F)c1ccc(-n2cncn2)nc1 ?
Runt-SMMHC FRET: -5; Runt-CBFb FRET: 1; L929 necroptosis: -0.1; MDM2 E3 inh: -18; Hck-Nef inh: 0; p47phox inh: -9; 14-3-3 Bad PPI: 5; EBV gp42 inh: -10; Tb hexokinase: 7

What do the screens show for `Cc1ccc(S(=O)(=O)N(CC(=O)NCCSc2ccccn2)c2ccc(C)c(C)c2)cc1`?
Runt-SMMHC FRET: 4; Runt-CBFb FRET: -4; L929 necroptosis: -0.4; MDM2 E3 inh: 4; Hck-Nef inh: 4; p47phox inh: -3; 14-3-3 Bad PPI: 9[fluorescence artefact?]; EBV gp42 inh: 4; Tb hexokinase: 5

What do the screens show for `CC(/C=N/NC(=O)Cn1nnc(N)n1)=C\c1ccc(C(C)C)cc1`?
Runt-SMMHC FRET: 0; Runt-CBFb FRET: -2; L929 necroptosis: -0.9; MDM2 E3 inh: -5; Hck-Nef inh: 26; p47phox inh: -1; 14-3-3 Bad PPI: 0; EBV gp42 inh: -7; Tb hexokinase: -18
